Pol iota inh: blocks human DNA polymerase iota activity. Q9UNA4. Pol iota fluorescent replication assay, 10 min. Potency, µM (highest dose often 115 µM), for the others: at the top dose activity, negative = inhibition, actives largely listed as inhibitors. 1% of 390,000 active
Target sequence (Q9UNA4 whole entry, looked up): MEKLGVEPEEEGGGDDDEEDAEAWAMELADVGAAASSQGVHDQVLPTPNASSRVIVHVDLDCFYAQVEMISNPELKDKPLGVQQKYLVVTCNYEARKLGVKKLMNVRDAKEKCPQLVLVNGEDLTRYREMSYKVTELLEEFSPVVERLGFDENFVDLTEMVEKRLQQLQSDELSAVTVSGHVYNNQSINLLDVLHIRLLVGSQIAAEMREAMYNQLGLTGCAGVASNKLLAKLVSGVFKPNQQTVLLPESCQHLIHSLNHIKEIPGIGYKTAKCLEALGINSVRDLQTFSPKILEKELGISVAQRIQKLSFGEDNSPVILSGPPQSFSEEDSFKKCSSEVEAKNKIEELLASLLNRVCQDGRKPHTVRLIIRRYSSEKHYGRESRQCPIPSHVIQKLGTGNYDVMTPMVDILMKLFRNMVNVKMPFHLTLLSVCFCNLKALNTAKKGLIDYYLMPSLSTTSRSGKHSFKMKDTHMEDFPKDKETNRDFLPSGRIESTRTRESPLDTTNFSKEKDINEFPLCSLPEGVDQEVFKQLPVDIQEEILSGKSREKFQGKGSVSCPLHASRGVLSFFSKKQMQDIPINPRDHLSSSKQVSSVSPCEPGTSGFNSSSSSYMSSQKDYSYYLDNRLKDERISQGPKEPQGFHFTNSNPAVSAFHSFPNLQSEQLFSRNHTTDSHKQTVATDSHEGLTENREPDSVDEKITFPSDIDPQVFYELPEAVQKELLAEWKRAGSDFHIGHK
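Fluorescent replication assay read twice, at 0 min and 10 min after adding 50 nM (final) substrate. Enzyme (10 nM) and compounds were first incubated 15 min at room temperature; enzyme-free buffer wells were negative controls.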
JMJD2A Tudor: JMJD2A Tudor domain (human) inhibition | O75164 | AlphaScreen JMJD2A-Tudor / H3K4me3 peptide binding | Potency, µM (top dose mostly 114 µM), without a hit: at the highest dose activity change, negative = inhibition, actives largely listed as inhibitors | 4.4% of 390,000 active; note: % is set by controls: 0 for no effect and ±100 for the full control effect; nearly all actives have a fitted effect of over 50% in size
BLM inh: Bloom syndrome helicase (human) inhibition. P54132. recombinant BLM DNA unwinding, fluorescence dequenching. Potency, µM (top dose mostly 56.1 µM), inactives show at the highest dose activity change, negative = inhibition, hits mostly inhibitors. 0.2% of 350,000 active. AID 2528;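 note: plate controls were vehicle for no effect and no enzyme for full effect; nearly all actives have a fitted effect of over 35% in size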
Pol kappa inh: DNA polymerase kappa (human) inhibition; Q9UBT6; purified Pol kappa, fluorescent DNA synthesis assay, 10 min; Potency, µM (highest dose often 107 µM), for inactives: at the top dose activity, negative = inhibition, hits mostly inhibitors; 0.53% of 400,000 active; AID 588579; note: % is set by controls: 0 for no effect and ±100 for the full control effect
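10 nM Pol kappa preincubated 15 min at room temperature with compounds, then reaction started with substrate at 50 nM final. Fluorescence read kinetically at 0 and 10 min; buffer-only wells served as negative control.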
APEX1 inh: inhibitors of human APE1 endonuclease; P27695; 0.35% of 350,000 active; AID 2517; Potency, µM (doses to about 65.8 µM), inactives show at the top dose activity change, negative = inhibition, usual class: inhibitors; recombinant APE1, TAMRA/BHQ-2 abasic DNA cleavage fluorescence;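 note: plate controls were vehicle for no effect and reference inhibitor for full effect; nearly all actives have a fitted effect of over 55% in size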
Target sequence (P27695 whole entry, looked up): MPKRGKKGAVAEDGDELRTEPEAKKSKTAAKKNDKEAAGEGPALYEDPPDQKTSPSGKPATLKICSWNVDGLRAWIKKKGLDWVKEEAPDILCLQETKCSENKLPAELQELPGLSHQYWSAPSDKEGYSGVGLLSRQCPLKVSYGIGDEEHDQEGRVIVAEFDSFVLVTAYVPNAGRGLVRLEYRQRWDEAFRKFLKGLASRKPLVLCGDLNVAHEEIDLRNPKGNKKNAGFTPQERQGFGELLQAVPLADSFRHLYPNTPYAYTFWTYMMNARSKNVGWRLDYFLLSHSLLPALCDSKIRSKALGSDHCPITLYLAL
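Endonuclease cleavage of a quenched abasic-site DNA duplex (50 nM) by APE1 (0.75 nM) was tracked by TAMRA dequenching. Compounds were preincubated with enzyme 15 min at room temperature; data normalized to buffer-only and DMSO wells plus NSC13755 control.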
G9a block: inhibitors of human histone lysine methyltransferase G9a; 8.8% of 350,000 active; G9a H3K9 monomethylation, AlphaScreen, 2 h; Q96KQ7; Potency, µM (titrated, usually from 102 µM), without a hit: at the highest dose activity, negative = inhibition, hits mostly inhibitors; AID 504332; note: % is set by controls: 0 for no effect and ±100 for the full control effect; nearly all actives have a fitted effect of over 75% in size
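Readings reflect AlphaScreen signal from monomethyl-H3K9 antibody detection. HMT at 20 nM; substrate b-H3K9 500 nM; cofactor SAM 20 uM; 2 h RT reaction; compounds tested as titrations in qHTS with 15 min preincubation.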
BAZ2B inh: inhibitors of human BAZ2B bromodomain; Potency, µM (series often up to 114 µM), for inactives: at the highest dose activity change, negative = inhibition, hits mostly inhibitors; AID 504333; Q9UIF8; 4.4% of 360,000 active; AlphaScreen BAZ2B-H3K14Ac peptide displacement; note: % is set by controls: 0 for no effect and ±100 for the full control effect; nearly all actives have a fitted effect of over 60% in size
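Protein-peptide AlphaScreen: BAZ2B 50 nM, b-H3K14Ac 50 nM, 1x PBS pH 7.4 + 0.01% Tween-20. Preincubation 30 min RT; cpd 30 min RT (top 110 uM); beads 20 min RT, light-protected.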
Pol eta inh: inhibitors of human DNA polymerase eta. recombinant Pol eta, fluorescent DNA replication assay. 1.2% of 390,000 active. AID 588591. Potency, µM (highest dose often 114 µM), inactives show top-dose activity change, negative = inhibition, usual class: inhibitors. Q9Y253; note: % is set by controls: 0 for no effect and ±100 for the full control effect
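Pol eta at 10 nM preincubated with compounds 15 min at room temperature; reaction started with fluorescent substrate (50 nM final) and read kinetically at 0 and 10 min.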
Pol beta inh: blocks human DNA polymerase beta activity; P06746; Potency, µM (series often up to 114 µM), for the others: at the highest dose activity change, negative = inhibition, hits mostly inhibitors; 1.3% of 340,000 active; Pol beta primer extension/strand displacement, fluorescence kinetic; note: % is set by controls: 0 for no effect and ±100 for the full control effect
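Homogeneous kinetic assay of primer extension and strand displacement by 10 nM Pol beta, preincubated 15 min at room temperature with compound before 50 nM substrate (final) was added. Read at 0 and 10 min; four-parameter Hill fit.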
* = called active by the depositor; ? = inconclusive; · = not tested or not shown; [ ] = another dose, or the depositor's remark. Calls come from the whole dose curve; as a rule, active = well fitted curve in the direction sought with a large enough effect; inconclusive = small, poorly fitted or top-dose-only effect, or another doubt; inactive = no such curve, though single readings can be large; an effect the other way counts as inactive or inconclusive. Potency is the fitted concentration of half-maximal effect.

Start of the data: the first ten entries (preview)
SMILES | Pol iota inh | JMJD2A Tudor | BLM inh | Pol kappa inh | APEX1 inh | G9a block | BAZ2B inh | Pol eta inh | Pol beta inh
CC(CCc1ccccc1)NC(=O)c1ccc(NC(=O)c2cccc(Br)c2)cc1 (stereo unspecified) | 7% | -17% | 2% | -17% | 2% | 5% | 5% | -11% | 1%
CCN(CC)S(=O)(=O)c1ccc(NC(=O)CN(c2ccccc2)S(=O)(=O)N(C)C)cc1 | 2% | -11% | -7% | -3% | · | -19%[59 µM] | -2% | -8% | 3%
COc1ccc(OC)c(CNC(=O)C2CCCN(S(=O)(=O)N3CCC(C)CC3)C2)c1 (stereo unspecified) | 20% | 13% | 1% | 4% | ? | 0%[0.0925 µM] | -8% | -14% | 34%
Cc1cc(N2CCCC2=O)ccc1S(=O)(=O)NC1CCCCC1 | -2% | -9% | 1% | -2% | 34% | -3% | -2% | -6% | 18%
CC(=O)N=c1c(C#N)cc2c(=O)n3ccccc3nc2n1CCCOC(C)C | 15% | -13% | -6% | -6% | -1% | · | -3% | -4% | -1%
O=c1[nH]c(-c2cccnc2)nc2sc(-c3ccccc3)cc12 | -16% | -31% | -6% | -22% | -1% | 28% | 1% | -12% | 6%
COc1ccc(CCNC(=O)CN(CCc2ccccc2)S(C)(=O)=O)cc1OC | 62%[activator] | -7%[57.1 µM] | 0% | 3% | 1% | 4% | -5% | -5% | 3%
COc1ccc(C(=O)OCC(=O)NC(=O)NCc2ccccc2)cc1[N+](=O)[O-] | 5% | -5% | · | -3% | 21% | -8%[12.7 µM] | 4% | -9% | ·
CCOc1ccc2nc(N(Cc3cccnc3)C(C)=O)sc2c1 | 21% | -18% | -2% | -5%[60.1 µM] | · | ? | -10% | -19% | -1%
O=C(NCc1cc(C(F)(F)F)cc(C(F)(F)F)c1)C1CC(c2ccccc2F)=NO1 (stereo unspecified) | 22% | -26% | · | -10% | · | · | · | -18% | ·

The whole of this part, previewed entries included:
SMILES | Pol iota inh | JMJD2A Tudor | BLM inh | Pol kappa inh | APEX1 inh | G9a block | BAZ2B inh | Pol eta inh | Pol beta inh
CC(CCc1ccccc1)NC(=O)c1ccc(NC(=O)c2cccc(Br)c2)cc1 (stereo unspecified) | 7% | -17% | 2% | -17% | 2% | 5% | 5% | -11% | 1%
CCN(CC)S(=O)(=O)c1ccc(NC(=O)CN(c2ccccc2)S(=O)(=O)N(C)C)cc1 | 2% | -11% | -7% | -3% | · | -19%[59 µM] | -2% | -8% | 3%
COc1ccc(OC)c(CNC(=O)C2CCCN(S(=O)(=O)N3CCC(C)CC3)C2)c1 (stereo unspecified) | 20% | 13% | 1% | 4% | ? | 0%[0.0925 µM] | -8% | -14% | 34%
Cc1cc(N2CCCC2=O)ccc1S(=O)(=O)NC1CCCCC1 | -2% | -9% | 1% | -2% | 34% | -3% | -2% | -6% | 18%
CC(=O)N=c1c(C#N)cc2c(=O)n3ccccc3nc2n1CCCOC(C)C | 15% | -13% | -6% | -6% | -1% | · | -3% | -4% | -1%
O=c1[nH]c(-c2cccnc2)nc2sc(-c3ccccc3)cc12 | -16% | -31% | -6% | -22% | -1% | 28% | 1% | -12% | 6%
COc1ccc(CCNC(=O)CN(CCc2ccccc2)S(C)(=O)=O)cc1OC | 62%[activator] | -7%[57.1 µM] | 0% | 3% | 1% | 4% | -5% | -5% | 3%
COc1ccc(C(=O)OCC(=O)NC(=O)NCc2ccccc2)cc1[N+](=O)[O-] | 5% | -5% | · | -3% | 21% | -8%[12.7 µM] | 4% | -9% | ·
CCOc1ccc2nc(N(Cc3cccnc3)C(C)=O)sc2c1 | 21% | -18% | -2% | -5%[60.1 µM] | · | ? | -10% | -19% | -1%
O=C(NCc1cc(C(F)(F)F)cc(C(F)(F)F)c1)C1CC(c2ccccc2F)=NO1 (stereo unspecified) | 22% | -26% | · | -10% | · | · | · | -18% | ·
COc1cccc(C2c3c(-c4ccccc4O)n[nH]c3C(=O)N2CCc2ccc(OC)c(OC)c2)c1 (stereo unspecified) | -8% | ? | -6% | -4% | · | 1%[59 µM] | ? | -19% | 5%
COc1cccc(Cn2c(-c3nonc3NC(C)=O)nc3ccccc32)c1 | -23% | -12% | 1% | 4% | · | 4%[59 µM] | -4% | -16% | 12%
CCOc1ccc(C2CC(=O)N(c3cccc(F)c3)C3=C2C(=O)OC3)cc1 (stereo unspecified) | 15% | -18% | -1% | 11% | · | 13%[59 µM] | -27% | · | 1%
Cc1cccc(-c2n[nH]c(=S)n2Cc2ccccc2)c1 | 3% | 40µM* | -5% | -20% | -10% | 0.71µM* | -31% | 3% | 0%
COc1ccc(CC(=O)Nc2nc(-c3ccc(OC)c(OC)c3)cs2)cc1OC | 26% | ? | -11% | -10% | ? | -17% | ? | -18% | 18%

The list continues.
SMILES | Pol iota inh | JMJD2A Tudor | BLM inh | Pol kappa inh | APEX1 inh | G9a block | BAZ2B inh | Pol eta inh | Pol beta inh
Cc1ccc2nc(-c3ccncc3)[nH]c2c1 | 44%[activator] | -6% | 3% | 0% | -9% | -7% | ? | -16% | 19%
CCCOc1ccc(Oc2nc(NC)nc(N3CCOCC3)n2)nn1 | 27% | -5% | 0% | -16% | · | -4%[59 µM] | -1% | -8% | 7%
Cc1sc2nc(CSC(C)C(=O)NC3(C#N)CCCCC3)[nH]c(=O)c2c1C (stereo unspecified) | ? | -3% | · | -2% | 11% | 45µM* | -11% | -16% | ·
CC(=O)c1ccc(NC(=O)CCC(=O)OCC(F)(F)C(F)F)cc1 | 6% | -8% | 0% | 1% | -2% | -3%[59 µM] | -7% | -12% | 13%
O=C(Nc1nc(-c2cccs2)cs1)c1ccco1 | ? | -17% | 0% | -18% | -5% | ? | -28% | -12% | -14%
CCC(C(=O)OCC(=O)NC1CCS(=O)(=O)C1)c1ccccc1 (stereo unspecified) | 13% | -1% | · | -3% | 31% | 8%[2.33 µM] | 7% | -6% | ·
O=c1cc(-c2ccc(F)cc2)[nH][nH]1 | 1.8µM* | -10% | 1% | -1% | 4% | ? | -37% | -19% | 2%
CC(O)c1nc2c(c(=O)n(C)c(=O)n2C)n1C (stereo unspecified) | 32%[activator] | 1% | 0% | 4% | ? | · | 1% | -21% | 23%
COc1ccc(C(=O)Nc2nc3ccccc3[nH]2)cc1 | 22% | -20% | -2% | 7% | -3% | 2% | -15% | -14% | 46%
C=CC(c1ccccc1)C(C(=O)c1ccccc1)N(C)C (stereo unspecified) | -9% | -28% | -7% | -4% | -6% | -15% | -22% | -9% | 9%
CC(C)C(C(=O)NCc1ccco1)N(CC1CCCO1)C(=O)CNS(=O)(=O)c1ccccc1 (stereo unspecified) | 71%[activator] | 3% | 0% | -9% | 11% | · | -4% | -13% | ?
COC(=O)Cc1c(C)c2cc(Cl)c(OC(=O)c3ccco3)cc2oc1=O | 10% | 6% | -3% | -7% | -2% | 11%[12.7 µM] | 10% | -11% | -2%
Cc1cc(S(=O)(=O)Nc2ccc(C(=O)N3CC(C)OC(C)C3)cc2)ccc1F (stereo unspecified) | ? | -5% | · | -19% | 7% | 20%[2.33 µM] | 30% | -12% | ·
NC(=O)CSc1nc2c(c(=O)n1-c1ccccc1)C1(CCCCC1)Cc1ccccc1-2 | 31%[activator] | -30% | -6% | -9% | 0% | 17%[59 µM] | ? | ? | 14%
NCCN | · | · | -10% | -7%[60.1 µM] | 3% | 32%[59 µM] | · | · | ·

Continuation.
SMILES | Pol iota inh | JMJD2A Tudor | BLM inh | Pol kappa inh | APEX1 inh | G9a block | BAZ2B inh | Pol eta inh | Pol beta inh
COC(=O)c1c(NC(=O)CSc2nc3ccccc3c(=O)n2-c2ccccc2)sc(C)c1C | 84%[activator] | -7% | -2% | 1% | 3% | 26%[59 µM] | -4% | -13% | 22%
COc1cc(OC)c(N(C)S(=O)(=O)c2cccc(C(=O)OCC(=O)N(C)Cc3ccccc3)c2)cc1Cl | 26% | -16% | · | -7% | · | · | · | -26% | ·
O=C(c1ccc(Cl)cc1)C1CCCN(Cc2cnn(-c3ccccc3)c2)C1 (stereo unspecified) | 126%[activator] | -34% | -2% | -12% | -1% | -37% | -25% | -5% | -1%
COc1ccc(-c2noc(CN(C(=O)c3cccs3)C(C)C)n2)cc1 | -16%[58.9 µM] | -14% | -1% | -6% | -4% | 86%[activator][59 µM] | -29%[57.1 µM] | -13% | ?
CCCn1c(=N)c(S(=O)(=O)c2ccc(F)cc2)cc2c(=O)n3cccc(C)c3nc21 | 12% | 1% | -6% | -7% | 35%[activator] | -2% | -14% | -8% | -20%
Cc1ccc(N/C(N)=N/c2nc(C(F)(F)F)cc(C(F)(F)F)n2)cc1 | 8% | -11% | 1% | -7% | -3% | 1% | -5% | -5% | -2%
CCN(CC)CCNC(=O)c1cc2cc3ccc(OC)cc3nc2o1 | ? | -8% | 56%[activator] | -8% | -14% | 7% | -1% | 7% | 4%
N/C(=N\c1nc2ccccc2o1)NC(=O)c1ccc(Cl)cc1 | 10% | -1% | -1% | -4% | 7% | 23%[59 µM] | 1% | 9% | -4%
CCOc1ccc(-c2nc(C(N)=O)c3c(n2)n(-c2ccc4c(c2)OCO4)c(=O)n3CC)cc1 | 7% | -5% | -5% | -7% | · | 5%[59 µM] | -13% | -10% | 25%
COCCC1CCCCN1C(=O)c1cccc(OC2CCN(C3CCCC3)CC2)c1 (stereo unspecified) | -11% | -7% | -2% | -1% | 10% | 8% | 3% | -10% | -26%
Cc1ccc(SCCC(=O)N/N=C/c2cccnc2)cc1 | -10% | -10% | -1% | -4% | 11% | 7% | -11% | 0% | 9%
COc1ccc(Cl)cc1S(=O)(=O)N1CCC(C(=O)N2CCOCC2)CC1 | 41%[activator] | -15% | 6% | -9% | -8% | · | 2% | -5% | 41%
CC(=O)Nc1ccc(C(=O)CSc2nnc(Cc3ccccc3)o2)cc1 | 35%[activator] | -21% | -13% | 1% | -3% | -39%[59 µM] | ? | -3% | -1%
O=C(CN1CCCCC1)NC(=O)NC1CCCC1 | 122%[activator] | -14%[11.4 µM] | -6% | -3% | 17% | 9% | · | -17% | 4%
CCc1cc(-c2n[nH]c(=S)n2Cc2ccccc2)cs1 | 16% | 56µM* | -9% | -18% | 1% | ? | -24% | -17% | 0%
Cc1ccc(CNC(=O)c2ccc(N3CCCC3)c(NC(=O)Nc3ccc(C)cc3)c2)cc1 | 21% | -25% | -1% | -5%[60.1 µM] | · | 16%[59 µM] | -2% | -19% | 8%

Screens (PubChem)

An excerpt, so the mix of outcomes need not match the whole.
